LYP phosphatase – LYP phosphatase inhibitors, primary screen, biochemical, DiFMUP fluorescence, recombinant catalytic domain, 10 µM (AID 606); recombinant LYP catalytic domain, DiFMUP fluorescence; higher % means a stronger effect; inhibition, % at 10 µM; hits with a dose series show IC50 in µM; 52,000 tested, under 10 active;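 active = IC50 under 40 µM in the dose-response test; inactive = IC50 of 40 µM or more, or never dose-tested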
Bfl-1 inhibitors – displacement of Bid BH3 peptide from Bfl-1 – biochemical, fluorescence polarization, FITC-Bid, mouse, primary screen (AID 432). FITC-Bid BH3 peptide fluorescence polarization displacement; higher % means a stronger effect. displacement, % at 20 µM; hits with a dose series show IC50 in µM. 64,000 tested, 0.02% active; in the data active = a potency from the dose series; inactive = the rest, 99 in 100 with displacement below about 15%; also: strong numbers were not always called active
MK inhibit – inhibitors of Streptococcus pneumoniae mevalonate kinase; inhibition, % at 10 µM; purified MK, PK/LDH-coupled NADH absorbance 340 nm; 65,000 tested, 0.48% active;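 active = ranked among the strongest by inhibition in the single 10 µM screen, a fixed top-ranked set picked for dose follow-up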; also: no value below 0 was filed
HPDE-C7 viability – cytotoxicity in HPDE-C7 cells, cell-based, fluorescence, HTS (AID 430). 63,000 tested, 1.8% active. one-dose cytotoxicity, % at 10 µM; EC50 in µM for titrated hits. HPDE-C7 pancreatic duct cells viability, fluorescence; higher % means a stronger effect;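 also: cells exposed to compound for 48 hours before viability readout; 0% = vehicle and 100% = reference cytotoxic drug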
PMK inhibit – blocks S. pneumoniae phosphomevalonate kinase. purified PMK, PK/LDH-coupled NADH absorbance 340 nm. inhibition, % at 10 µM. 65,000 tested, 0.49% active. AID 539;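 active = top-ranked compounds by inhibition in the single 10 µM screen, taking a fixed number of the strongest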;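 also: 0% = full reaction with DMSO carrier and 100% = background rate without enzyme reaction; no value below 0 was filed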
HT1080 cytotoxicity – cytotoxicity in HT1080 fibrosarcoma cells, cell-based, fluorescence readout (AID 620). HT1080 viability, fluorescence; higher % means a stronger effect. cytotoxicity, % at 10 µM; hits with a dose series show EC50 in µM. 87,000 tested, 0.42% active;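 also: cells exposed to compound overnight then 4 h with Alamar Blue; 0% = vehicle DMSO and 100% = killing control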
DPM-DC inhibit – inhibitors of Streptococcus pneumoniae diphosphomevalonate decarboxylase. purified DPM-DC, PK/LDH coupled NADH fluorescence. calls only at 10 µM. 65,000 tested, 0.49% active. AID 556;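 active = the 320 compounds with the highest percent inhibition in the single-dose primary screen, excluding strongly autofluorescent ones, cut at about 32% in these data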;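 also: kinetic rate of NADH fluorescence loss reporting ADP formed by the decarboxylase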
KRASV12 cytotoxicity – viability loss of HPDE-C7K cells – cell-based, fluorescence, HTS, primary screen (AID 431); 63,000 tested, 1.7% active; HPDE-C7K KRASV12 cells, Alamar Blue viability, 48 h; higher % means a stronger effect; cytotoxicity, % at 10 µM, or EC50 in µM where a hit was titrated;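 active = compounds whose percent cytotoxicity in the single-dose primary screen, scaled between solvent and toxic-drug controls, exceeds 50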;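 also: 0% = DMSO solvent wells and 100% = doxorubicin-treated wells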
TNAP inhibition – human TNAP enzyme inhibitors, biochemical, luminescent (AID 518); purified TNAP enzyme, luminescent substrate readout; higher % means a stronger effect; one-dose inhibition, % at 20 µM; IC50 in µM for titrated hits; 64,000 tested, 0.09% active; in the data active = a potency from the dose series; inactive = the rest, 99 in 100 with inhibition below about 22%;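 also: plate controls were vehicle for no effect and reference inhibitor for full effect; many of its hits are not listed in these tables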
PMK inhibit pilot replicates – further read-out of PMK inhibit, marked with its call; inhibition, %; measured here: pilot screen replicates
MK inhibit pilot replicates – recorded beside MK inhibit, whose call it bears; inhibition, %; measured here: pilot screen replicates
DPM-DC inhibit pilot screen % – recorded beside DPM-DC inhibit, whose call it bears; inhibition, %; measured here: pilot screen trials
Active calls of the source: *; i = inactive; nt = no result given. Rule as the data show it, unless noted: active = cytotoxicity above about 50%; inactive = the rest.

SMILES	LYP phosphatase	Bfl-1 inhibitors	MK inhibit	HPDE-C7 viability	PMK inhibit	HT1080 cytotoxicity	DPM-DC inhibit	KRASV12 cytotoxicity	TNAP inhibition	others
Cc1ccc(C)c(CSc2nnc(-c3cccnc3)n2N)c1	10%	2%	2	-17%	7	3%	i	-10%	6%
O=C(CCN1C(=O)C2CC=C(Cl)CC2C1=O)NC1CCCCC1 (configuration not stated)	11%	-4%	0	-1%	15	2%	i	1%	11%
CCn1c(=O)n(CC(=O)Nc2cccc(OC)c2)c(=O)c2ccccc21	nt	-13%	0	-12%	10	1%	i	-18%	-4%
COc1ccccc1CNC(=O)CN(c1ccc(C)cc1)S(=O)(=O)c1c(C)nn(C)c1C	6%	-10%	6	1%	13	2%	i	18%	6%
COc1ccc(OC)c(Nc2nc(-c3ccc(O)c(O)c3)cs2)c1	16%	4%	8	67%*	0	27%	i	60%*	15%
COCCCNC(=O)COc1cc(C)c(Cl)c(C)c1	5%	-1%	14	-5%	21	12%	i	-25%	1%
O=C(NCC1OCCc2ccccc21)c1ccco1 (configuration not stated)	nt	2%	4	nt	10	36%	i	nt	5%
Cn1c(=Nc2ccc(N3CCOCC3)cc2)ccc2ccccc21	7%	-7%	18	1%	12	-6%	i	9%	12%
O=C(c1ccco1)N1CCN(S(=O)(=O)c2ccc(C3CCCCC3)cc2)CC1	1%	-2%	8	4%	13	-10%	i	10%	11%	PMK inhibit pilot replicates=1.5;MK inhibit pilot replicates=0.5;DPM-DC inhibit pilot screen %=0.0
Cc1ccc(C)c(S(=O)(=O)N2CCN(CC(=O)Nc3cc(C)on3)CC2)c1	10%	3%	3	1%	0	-7%	i	-18%	8%
CN(C)S(=O)(=O)c1ccc(S(=O)(=O)N2CCN(CCC#N)CC2)cc1	-5%	-3%	10	-6%	10	-1%	i	-2%	10%
COc1cccc(-c2cc(C(F)(F)F)nc(N3CCC(C)CC3)n2)c1	-13%	-2%	6	-19%	0	-24%	i	-18%	9%
Fc1ccc(C2CC(c3ccccc3)n3ncnc3N2)cc1 (configuration not stated)	2%	-4%	0	8%	6	-1%	i	7%	8%
Clc1ccc(OCc2nnc(SCc3nc4ccccc4[nH]3)n2Cc2ccco2)cc1	4%	-4%	7	-18%	6	18%	i	-23%	-8%
CC(C)(C)c1ccc(-c2cc(N)n[nH]2)cc1	nt	-3%	11	4%	13	nt	i	2%	13%
C1CSC2(N1)C1CC3CC(C1)CC2C3 (configuration not stated)	9%	-7%	9	3%	15	-2%	i	2%	11%
CCC(C(=O)NCc1ccco1)n1nc(-c2ccc(OC)cc2)ccc1=O (configuration not stated)	nt	-5%	0	-6%	6	0%	i	1%	6%
Cc1ccc(C)n1-c1ccc(C(=O)NCC2CCCO2)cc1 (configuration not stated)	3%	-3%	3	-9%	16	4%	i	-9%	8%
O=c1c2ccccc2[nH]c(=S)n1CCN1CCC(=C(c2ccc(F)cc2)c2ccc(F)cc2)CC1	23%	1%	5	3.9µM*	10	16%	i	4.2µM*	12%	PMK inhibit pilot replicates=8.5;MK inhibit pilot replicates=0.0;DPM-DC inhibit pilot screen %=0.0
Cc1cc2ncn(C(=O)c3ccc4c(c3)OCO4)c2cc1C	14%	-2%	8	-29%	nt	10%	i	-12%	11%

Continued; it opens with the 2 that closed the last part.
SMILES	LYP phosphatase	Bfl-1 inhibitors	MK inhibit	HPDE-C7 viability	PMK inhibit	HT1080 cytotoxicity	DPM-DC inhibit	KRASV12 cytotoxicity	TNAP inhibition	others
O=c1c2ccccc2[nH]c(=S)n1CCN1CCC(=C(c2ccc(F)cc2)c2ccc(F)cc2)CC1	23%	1%	5	3.9µM*	10	16%	i	4.2µM*	12%	PMK inhibit pilot replicates=8.5;MK inhibit pilot replicates=0.0;DPM-DC inhibit pilot screen %=0.0
Cc1cc2ncn(C(=O)c3ccc4c(c3)OCO4)c2cc1C	14%	-2%	8	-29%	nt	10%	i	-12%	11%
Cc1ccc(C)c(N2CCN(C(=O)c3cc4sccc4n3C)CC2)c1	3%	-9%	8	-1%	0	12%	i	-5%	7%
Cc1ccc(-n2c(CSc3nc(C)cc(C)n3)nnc2SCC(=O)Nc2nccs2)cc1	3%	-2%	11	-6%	17	-11%	i	-2%	1%
O=C(OC1CCCCC1)c1ccc(NC(=O)c2ccco2)cc1	5%	2%	4	58%*	15	9%	i	75%*	11%
CN(C(=O)c1ccno1)c1nnc(-c2cnccn2)s1	-7%	3%	3	0%	0	-12%	i	7%	7%	PMK inhibit pilot replicates=7.0;MK inhibit pilot replicates=0.0;DPM-DC inhibit pilot screen %=8.0
Cc1cc(C(=O)Nc2sc3c(c2C#N)CCCC3)no1	nt	-2%	0	-2%	18	-4%	i	-1%	12%
CC(C)(C)NC(=O)C(c1ccco1)N(C(=O)Cn1nnc(-c2ccc(F)cc2)n1)c1cccc(F)c1 (configuration not stated)	22%	-2%	9	5%	11	21%	i	6%	7%
CCN(CC)C(=O)COc1ccc(-c2ccccc2)cc1	4%	-3%	4	8%	0	-3%	i	1%	10%
COCc1cc(C)n(CC(=O)Nc2ccccc2OC)c(=O)c1C#N	nt	-4%	5	1%	14	25%	i	7%	6%
CCc1nc2ccccc2n1Cc1cc(=O)n2cc(C)ccc2n1	9%	-4%	0	-10%	16	1%	i	-3%	0%
Cc1nc2nc(COc3ccccc3)[nH]n2c(=O)c1Cl	-8%	-4%	13	-8%	10	10%	i	-14%	13%
O=C(NCCN1CCOCC1)c1ccccc1Oc1ccccc1	nt	-8%	3	-2%	3	5%	i	7%	11%
CC(C)(C)n1ncc2c(=O)n(CC(=O)NCc3ccco3)cnc21	nt	-2%	8	21%	7	30%	i	25%	13%	PMK inhibit pilot replicates=3.5;MK inhibit pilot replicates=0.0;DPM-DC inhibit pilot screen %=2.5
COc1ccc(N2CCCn3c2nc2c3c(=O)n(CCN3CCOCC3)c(=O)n2C)cc1	7%	-8%	9	-25%	1	-6%	i	-3%	5%
O=S(=O)(NCC1CCCO1)c1ccc(Br)s1 (configuration not stated)	10%	1%	8	-7%	0	1%	i	-13%	7%
CCC(=O)c1ccc(OCC(=O)O)cc1	17%	-8%	0	-25%	16	-2%	i	-14%	0%
COc1cc(NC(=O)C2CCCO2)c(OC)cc1NC(=O)c1ccccc1 (configuration not stated)	7%	-7%	11	7%	2	-1%	i	6%	5%
CN(C)S(=O)(=O)c1ccccc1C#N	11%	4%	5	-4%	6	1%	i	2%	7%
O=C(CCc1ccccc1)Nc1ncc2c(n1)CCCC2=O	17%	-2%	5	-1%	9	1%	i	0%	4%
O=C(O)Cn1c(-c2ccccc2)nc2ccccc21	6%	-3%	9	-6%	15	-7%	i	-2%	7%
Cc1ccc2nc(SCc3nnc(-c4cccs4)o3)[nH]c2c1	nt	-3%	0	-3%	20	26%	i	2%	-2%
Cc1cccc2cc3c(NC(=O)c4ccccn4)nn(C)c3nc12	6%	-1%	6	0%	0	-3%	i	-3%	15%
CCn1c(SCC(=O)NCCOC)nc2sc(C)c(C)c2c1=O	0%	-4%	2	-13%	18	0%	i	-11%	6%
CCOC(=O)c1cnc2ccc(OCC)cc2c1N1CCN(C)CC1	1%	-2%	7	0%	11	11%	i	-9%	12%
Cc1noc(C)c1S(=O)(=O)N1CCC(C(=O)N2CCN(c3ccccc3Cl)CC2)CC1	nt	1%	0	0%	9	-4%	i	2%	1%
CCN(CC)c1ccc(C(=O)OCC(=O)c2ccco2)cc1	nt	5%	0	-18%	13	1%	i	-18%	1%
Cc1[nH]nc2c1C1(CCN(C(=O)OCc3ccccc3)CC1)C(C#N)=C(N)O2	nt	1%	2	-11%	12	17%	i	4%	0%
NC(=O)COc1ccc(NC(=O)OCc2ccccc2)cc1	6%	1%	11	-6%	2	0%	i	-9%	0%
Cc1ccccc1N1C(=O)C2ON(c3ccccc3)C(c3ccncc3)C2C1=O (configuration not stated)	6%	0%	10	-8%	8	-11%	i	-20%	10%
COc1cc2c(cc1OC)C(C)N(C(=O)c1cc3n(n1)C(C(F)(F)F)CC(c1ccco1)N3)CC2 (configuration not stated)	7%	0%	8	-10%	16	-3%	i	6%	17%	PMK inhibit pilot replicates=0.0;MK inhibit pilot replicates=0.0;DPM-DC inhibit pilot screen %=2.5
CCOC(=O)c1sc2c(c1C)c(=O)c(C(=O)OCC)cn2CC	9%	-4%	3	2%	9	3%	i	4%	9%
CCOc1ccc2nc(NCCNC(=O)Nc3cccc(C)c3)c(C#N)cc2c1	nt	-3%	10	-12%	10	-3%	i	-24%	0%
Nc1nnc(CCS(=O)(=O)c2cc(Cl)ccc2Cl)s1	-7%	-5%	53*	1%	0	6%	i	-3%	8%
O=C1COc2ccc(C(=O)NCc3ccco3)cc2N1	9%	0%	2	19%	5	-3%	i	9%	11%	PMK inhibit pilot replicates=3.0;MK inhibit pilot replicates=3.5;DPM-DC inhibit pilot screen %=6.0
O=C(CCN1C(=O)C2C3C=CC(C3)C2C1=O)NCc1cccnc1 (configuration not stated)	-2%	-4%	0	-2%	7	-1%	i	-7%	16%
Cc1occc1-c1nnc2sc(-c3ccc(-c4ccc(Cl)cc4)o3)nn12	4%	6%	3	-14%	10	2%	nt	-15%	6%
CC(=O)N1CCC(N(C(=O)Nc2ccc(C)c(C)c2)C2CCCC2)CC1	1%	-7%	0	5%	16	2%	i	3%	6%	PMK inhibit pilot replicates=4.0;MK inhibit pilot replicates=0.0;DPM-DC inhibit pilot screen %=0.5
Cc1ccc(-c2nnc(N3CCN(S(C)(=O)=O)CC3)c3ccccc23)cc1	6%	12%	0	-1%	0	6%	i	-4%	13%
O=C(Nc1cnc2ccccc2c1)c1ccco1	nt	1%	0	0%	4	26%	i	2%	12%
CCN1CCc2c(sc3c2c(NCc2ccco2)nc2nnnn23)C1	2%	14%	7	0%	9	0%	i	-6%	7%
Cc1cc(=O)oc2c(C)c(OCC(=O)N(C)C)ccc12	5%	-4%	5	-2%	0	nt	nt	4%	14%

Continued; the last 2 above are carried over.
SMILES	LYP phosphatase	Bfl-1 inhibitors	MK inhibit	HPDE-C7 viability	PMK inhibit	HT1080 cytotoxicity	DPM-DC inhibit	KRASV12 cytotoxicity	TNAP inhibition	others
CCN1CCc2c(sc3c2c(NCc2ccco2)nc2nnnn23)C1	2%	14%	7	0%	9	0%	i	-6%	7%
Cc1cc(=O)oc2c(C)c(OCC(=O)N(C)C)ccc12	5%	-4%	5	-2%	0	nt	nt	4%	14%
Cc1cc(C(=O)COC(=O)CN(C)S(=O)(=O)c2ccc(Cl)cc2)c(C)n1CC1CCCO1 (configuration not stated)	nt	-5%	0	-8%	5	-7%	i	-13%	7%
CC(=O)c1cccc(N(CC(=O)NCC2CCCO2)C(=O)CCC(=O)Nc2cc(C)on2)c1 (configuration not stated)	16%	0%	0	1%	13	-2%	i	-12%	4%
COc1ccc2[nH]c3c(NCCN(C(C)C)C(C)C)ncnc3c2c1	nt	0%	0	-27%	8	-2%	nt	-18%	2%
Cc1oc(-c2ccccc2)nc1Cn1cccc1C1=NC(c2ccccc2)CO1 (configuration not stated)	7%	-7%	0	-13%	13	-14%	i	-4%	14%
COc1cc(-c2nc(N)n[nH]2)cc(OC)c1OC	3%	-8%	10	-5%	14	4%	i	1%	4%
CC(C)N(Cc1nc(-c2ccc(Cl)cc2)no1)C(=O)CCC1CCCC1	14%	1%	6	-12%	4	-7%	i	-10%	10%

No enrichment for hits; about 3.5% have a hit in one of these screens.
